# High-throughput results (PubChem BioAssay)
# BAZ2B block – blocks human BAZ2B | Q9UIF8 | AlphaScreen BAZ2B-H3K14Ac peptide displacement | Potency, µM (top dose mostly 114 µM), for the others: at the highest dose activity change, negative = inhibition, most hits filed as inhibitors | 4.4% of 360,000 active | AID 504333; note: nearly all actives have a fitted effect of over 60% in size
#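 AlphaScreen displacement: compounds (up to 110uM) incubated 30 min at room temperature with a preformed 50 nM BAZ2B/50 nM biotinylated H3K14Ac peptide complex in PBS pH 7.4 with Tween-20. Donor and acceptor beads at 10 ug/mL final added, 20 min light-protected before reading.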
# G9a block – G9a (human) methyltransferase inhibition; Q96KQ7; G9a H3K9 monomethylation, AlphaScreen, 2 h; Potency, µM (titrated, usually from 102 µM), inactives show at the highest dose activity, negative = inhibition, actives largely listed as inhibitors; 8.8% of 350,000 active; note: nearly all actives have a fitted effect of over 75% in size
# Target sequence (Q96KQ7 913-1193 limits assumed): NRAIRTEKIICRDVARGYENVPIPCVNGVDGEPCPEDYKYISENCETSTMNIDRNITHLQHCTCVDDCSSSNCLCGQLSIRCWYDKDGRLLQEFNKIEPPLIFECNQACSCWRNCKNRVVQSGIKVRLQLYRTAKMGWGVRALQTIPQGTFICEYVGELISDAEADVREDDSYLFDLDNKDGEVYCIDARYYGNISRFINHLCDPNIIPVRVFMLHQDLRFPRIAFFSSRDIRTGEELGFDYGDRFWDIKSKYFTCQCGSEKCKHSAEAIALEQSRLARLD
#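 Signal arises when biotinylated H3K9 peptide, once monomethylated, bridges streptavidin donor and antibody-captured acceptor beads. Enzyme at 20 nM was preincubated 15 min with test compounds; peptide 500 nM and SAM 20 uM then reacted for 2 h.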
# An asterisk follows results filed as active; ? = inconclusive; [ ] = dose if it differs, or a comment. Calls come from the whole dose curve; as a rule, active = well fitted inhibition curve with a large enough effect; inconclusive = small, poorly fitted or top-dose-only effect; inactive = no such curve, though single readings can be large or run the other way. % is set by controls: 0 for no effect and ±100 for the full control effect; potency is the fitted concentration of half-maximal effect. The list is partial, so the mix of outcomes need not match the whole.
SMILES,BAZ2B block,G9a block
Cc1c(Br)c([N+](=O)[O-])nn1CC(=O)Nc1ccc(CC#N)cc1,-2.8%,10.5%
COc1cc(CC(=O)N/N=C/c2ccccc2)c([N+](=O)[O-])cc1OC,10.7%,?
COc1ccc2nc(N=Nc3c(O)ccc4ccccc34)sc2c1,2.82µM*,3.16µM*
CC(C)(C)S(=O)(=O)c1ccc(S(=O)(=O)C(C)(C)C)s1,32.8%[activator],16.2%[59 µM]
CN(CCCC[C@H](CNCc1ccc(-c2ccccc2)cc1)N1C[C@H](c2ccccc2)N(CCc2ccc(Cl)c(Cl)c2)C(=O)C1=O)Cc1ccc(-c2ccccc2)cc1,?,?
Cc1nnc2n(-c3ccc(Cl)cc3)c(=O)c3c4c(sc3n12)CN(C)CC4,0.8%,-25.4%
Cn1c(O)c(C=NCC2CCNCC2)c(=O)n(C)c1=O,4.1%,-9.8%[59 µM]
Cc1cc(=O)oc2c1c(C)nn2-c1ccc(C(=O)OC(C)C)cc1,5.9%,?
Cc1cc(C)n2nc(SCc3cc(=O)oc4cc(O)ccc34)nc2n1,50.1µM*,?
Cc1ccc(-n2c(-c3cn(C)nc3C)n[nH]c2=S)cc1,-20.2%,?
COc1cccc2cc(C(=O)C3=C(O)C(=O)N(CCCN(C)C)C3c3ccncc3)oc12 (stereo not drawn),-7.4%,?
COc1ccc2c3c(c(=O)oc2c1)C1O[C@](CCCCN2C(=O)c4ccccc4C2=O)(Cc2c1ccc1ccccc21)O3,11.1%[22.9 µM],-1.2%[2.33 µM]
CCc1c(C)c(C#N)c2nc3ccccc3n2c1N1CCN(c2cc(C)ccn2)CC1,1.9%,24.5%
O=C(O)c1cc(N/N=C/c2cccs2)ccc1Cl,?,?
CCOC(=O)c1c(NC(=O)COc2cccc3c2CCN(Cc2ccc(F)cc2)C3=O)sc2c1CCC2,-21.8%,11.5%[59 µM]
C/C(CCN1CCCCc2nc(C)c(C)cc21)=N\O[C@H](C)c1cn([C@H](CO)Cc2ccccc2)nn1,-12.7%,56.2µM*
COc1ccc2c(c1)[C@H]1[C@H](CO2)[C@H](c2ccccc2)[C@]2(C)C(=O)N[C@@H](C)C(=O)N12,5.8%,-5.1%[0.501 µM]
Cc1ccc2nc(-c3ccc(S(=O)(=O)N4CCOCC4)cc3)cn2c1,12.3%,-0.1%[12.7 µM]
COC(=O)c1ccc(S(=O)(=O)N(Cc2cc3cc4c(cc3[nH]c2=O)OCO4)C2CCCCC2)cc1,0.9%,-3.2%
CC(C)c1cccc(C(C)C)c1NC(=O)c1ccc(OCC(=O)NCc2ccccc2)cc1,7.4%,24.6%[59 µM]
CC1(OC(=O)CCc2ccccc2)C(=O)C=C2C=C(c3ccsc3)OC=C2C1=O (stereo not drawn),50.1µM*,?
CCCc1nc2sc3c(=O)n(N)cnc3c2c2c1COC(C)(C)C2,9.0%,12.8%[59 µM]
CCOC(=O)c1cnc(-n2nc(C)cc2C)nc1NNc1cc(-c2ccccc2)nc(C)n1,-26.9%,6.8%[59 µM]
Cc1nnc2n(Cc3ccccc3)c(=O)c3c4c(sc3n12)CCCC4,2.3%,-3.2%[59 µM]
COc1cccc(C2C3=C(Nc4[nH]n(-c5ccccc5)c(=O)c42)c2ccccc2C3=O)c1 (stereo not drawn),?,10µM*

# A draw from above in order of SMILES length, low to high.
SMILES,BAZ2B block,G9a block
Cn1c(O)c(C=NCC2CCNCC2)c(=O)n(C)c1=O,4.1%,-9.8%[59 µM]
Cc1cc(C)n2nc(SCc3cc(=O)oc4cc(O)ccc34)nc2n1,50.1µM*,?
CC(C)(C)S(=O)(=O)c1ccc(S(=O)(=O)C(C)(C)C)s1,32.8%[activator],16.2%[59 µM]

# Continuation.
SMILES,BAZ2B block,G9a block
COc1cc2c(cc1OC)CN(CC(=O)Nc1ccc(Cl)c(S(=O)(=O)N(C)C)c1)CC2,-25.7%,44.7µM*
Cc1ccc2c(-c3csc(N)n3)c[nH]c2c1,-26.6%,44.7µM*
CC(C)CNC(=O)c1c(N)n(/N=C/c2cccnc2)c2nc3ccccc3nc12,-7.1%,-35.8%[12.7 µM]
CC(C)(C)[C@H](NC(=O)c1ccc(N)c(Cl)c1)C(=O)N1CCC[C@H]1C(=O)N[C@H](C#N)Cc1nn[nH]n1,-37.5%,?
CC(=O)Nc1ccc(C(=O)OCC(=O)NCc2ccc(Cl)cc2)cc1,11.1%,-4.5%
COc1cc(S(=O)(=O)Nc2cccc(C)c2)ccc1N=Cc1c(C)[nH]n(-c2ccccc2)c1=O,-36.3%,10.3%[59 µM]
CCCCN(C)S(=O)(=O)c1ccc(C(=O)Nc2nnc(-c3cccs3)o2)cc1,?,79.6%[activator][59 µM]
COc1ccccc1N(CCN1C(=O)c2cccc3cccc(c23)C1=O)C(=O)c1ccncc1,2.1%,17.3%[59 µM]
O=C(Nc1nc(-c2cccs2)cs1)c1cc2ccccc2oc1=O,5.5%[57.1 µM],-6.0%[12.7 µM]
CCOC(=O)C1=C(c2ccccc2)O/C(=C(/C#N)C(F)(F)F)S1,11.8%,?
O=C1/C(=C\c2ccco2)SC(=S)N1C1CCCCC1,10µM*,6.0%[0.501 µM]
CCCOc1cc(C)c(S(=O)(=O)N2CCOCC2)cc1C,-3.6%,28.2%[59 µM]
CO[C@H]1C=CO[C@@]2(C)Oc3c(C)c(O)c4c(O)c(c(C=NN5CCN(C6CCCC6)CC5)c(O)c4c3C2=O)NC(=O)C(C)=CC=C[C@H](C)[C@H](O)[C@@H](C)[C@@H](O)[C@@H](C)[C@H](OC(C)=O)[C@@H]1C,?,?
S=c1nc(C23CC4CC(CC(C4)C2)C3)nc2sccn12,-9.4%,?
CN1C(=O)c2c(sc3c2CCCC3)NC1c1ccccc1O (stereo not drawn),-28.1%,?
O=C(Nc1cc(N2CCOCC2)ncn1)NC1(C(F)(F)F)Oc2ccc(Cl)cc2O1 (stereo not drawn),-6.3%,?
Cc1cc2c(s1)c(C#N)c(C(=O)NCc1ccccc1F)n2C,-3.1%,-4.8%[12.7 µM]
O=c1cc(-c2ccc([N+](=O)[O-])cc2)nc2cc(-c3ccc(Cl)cc3)[nH]n12,-5.3%,?
Cc1ccc2cc(CN(Cc3cccs3)C(=O)c3ccco3)c3nnnn3c2c1C,13.7%,16.4%[59 µM]
CC(C)OC(=O)C(C#N)c1nc2ccccc2nc1N1CCN(Cc2ccc3c(c2)OCO3)CC1 (stereo not drawn),-3.1%,19.9%[59 µM]
O=C(Nc1ccnc(-c2cccnc2)n1)c1ccc(F)cc1,-0.7%,?
O=C(CN1C(=O)NC(c2ccccc2)(c2ccccc2)C1=O)c1c[nH]c2ccccc12,-18.0%,-16.7%[59 µM]
CCOC(=O)c1c(C)[nH]c(C(=O)NCc2ccccc2OC)c1C,1.5%,-3.8%[59 µM]
Cc1ccc(C2c3c(oc4ccc(Cl)cc4c3=O)C(=O)N2CCCN2CCOCC2)o1 (stereo not drawn),-35.8%,?
COc1ccccc1Nc1nc(-c2sc(NC(=O)c3cccc(Cl)c3)nc2C)cs1,?,31.6µM*

# Printed as active in BAZ2B block, among the entries above:
SMILES,BAZ2B block,G9a block
COc1ccc2nc(N=Nc3c(O)ccc4ccccc34)sc2c1,2.82µM*,3.16µM*
Cc1cc(C)n2nc(SCc3cc(=O)oc4cc(O)ccc34)nc2n1,50.1µM*,?
CC1(OC(=O)CCc2ccccc2)C(=O)C=C2C=C(c3ccsc3)OC=C2C1=O (stereo not drawn),50.1µM*,?
O=C1/C(=C\c2ccco2)SC(=S)N1C1CCCCC1,10µM*,6.0%[0.501 µM]

# Going on with the list:
SMILES,BAZ2B block,G9a block
C#CCOCCOCCOCCNc1nc(N2CCN(C(=O)[C@H](CCCCN)n3cc([C@@H](N)CO)nn3)CC2)nc(N2CCN(C(=O)[C@H](Cc3cc4ccccc4[nH]3)n3cc([C@@H](N)Cc4ccc(O)cc4)nn3)CC2)n1,31.6µM*,-3.8%[12.7 µM]
CCc1ccc2nc(NC3=NCN(CCN4CCOCC4)CN3)nc(C)c2c1,5.3%,3.9%[59 µM]
CCCc1nc(SCC(=O)N2CCc3ccccc32)c2c(=O)n(C)c(=O)n(C)c2n1,4.5%,-20.0%
CC(C)C(C(=O)N1CCN(C(=O)OC(C)(C)C)CC1)n1cc(-c2cn([C@@H](C)C(=O)N3CCN(C(=O)OC(C)(C)C)CC3)nn2)nn1 (stereo partly drawn),0.2%,-1.7%[12.7 µM]
CC(C)c1ccc(C2C(C#N)=C(N)N3C(=C2C#N)Sc2ccccc23)cc1 (stereo not drawn),-10.4%[57.1 µM],35.5µM*
CCCc1cc(=O)oc2c3c(c(Cl)cc12)OCN(CCCO)C3,2.6%,2.9%
Cn1c(=O)c(C(=S)NC(=O)C2CC2)c(N)n(Cc2ccccc2)c1=O,6.8%,28.2%[12.7 µM]
Cn1cc(/C=C(\C#N)C(=O)Nc2ncc(Cc3cccc(Cl)c3)s2)c2ccccc21,-26.9%,19.9%[59 µM]
CCOc1nc(-c2ccc(C)cc2)ccc1-c1noc(-c2cccnc2)n1,9.7%,-25.1%[12.7 µM]
COc1ccc2c(c1)nc1n2CN(CC2CCCO2)CN1Cc1ccccc1 (stereo not drawn),-38.3%,-29.5%[59 µM]
O=C1OCC2=C1C(c1ccc(F)cc1)CC(=O)N2c1ccccc1 (stereo not drawn),9.1%,31.4%[activator]
COc1ccc(O)c(N)c1,50.1µM*,7.94µM*
COc1cccc(CNC(=O)CSc2ccc(-c3ccncc3)nn2)c1,4.3%,15.9%
Cc1cc(C)nc(/N=C2\NC(=O)CC(C(=O)O)N2c2ccc(F)c(Cl)c2)n1 (stereo not drawn),-20.1%,-45.2%
COC(=O)C/C=C/[C@@H](C)[C@@H](/C=N/OCC[C@@H]1C=C[C@H](OC(C)=O)[C@@H](COC(C)=O)O1)NS(=O)(=O)c1ccc(C)cc1,-3.4%,?
O=C(NCCN1CCOCC1)c1cccn2c(=O)c3c4c(sc3nc12)CCCC4,12.1%,8.2%
COc1ccc(N(CC(=O)N/N=C/c2ccc3c(c2)OCO3)S(=O)(=O)c2ccccc2)cc1,-0.8%,12.8%
O=C1c2ccccc2C(=O)N1CCCC[C@]12Cc3ccccc3C(O1)c1c(c3ccccc3oc1=O)O2,-8.1%[22.9 µM],-22.6%[2.33 µM]
Cn1c(SCC(=O)Nc2cc(=O)n(C)c(=O)n2C)nnc1C12CC3CC(CC(C3)C1)C2,-2.0%,-20.3%
CC(C)(C)c1ccc(/C([O-])=C(/C(=S)NCc2ccco2)[n+]2ccccc2)cc1,12.1%,?
COc1ccc(-n2nc3cc(C)c(NC(=O)CC(C)C)cc3n2)cc1,10.1%,-4.8%[59 µM]
Cc1ccc(/C=N/N(C)C2=NS(=O)(=O)c3ccccc32)o1,22.3%,39.8µM*
CCCN(CCC)c1nc(C)cc(C(C#N)c2nc3ccccc3o2)n1 (stereo not drawn),13.4%,55.3%[activator][59 µM]
COc1cc(C#N)c(NC(=S)N2CCOCC2)cc1OC,0.4%,?
Cc1cc(C)c(O)c(N)c1,?,2.24µM*

# Continued.
SMILES,BAZ2B block,G9a block
COc1cc(OC)c2c(-c3ccccc3)cc(=O)oc2c1C(CC(=O)N1CCN(c2ccccc2)CC1)c1ccc2c(c1)OCO2 (stereo not drawn),?,-49.4%[59 µM]
CC1CCN(S(=O)(=O)c2ccc3c(c2)c(=O)c(C(=O)NCc2ccccc2Cl)cn3C)CC1,-2.8%,-9.6%
Cc1cccc(NC(=O)C2C3C=CC(O3)C2C(=O)O)c1 (stereo not drawn),4.4%,28.2µM*
CC(C)c1ccc(S(=O)(=O)c2cn(Cc3ccc(F)cc3)c3cc4c(cc3c2=O)OCO4)cc1,7.1%,-9.8%[59 µM]
COc1ccc([C@]23Cc4cc(OC)c(OC)cc4C(O2)c2c(cc(C)n(Cc4ccccc4)c2=O)O3)cc1,11.2µM*,-4.2%[2.33 µM]
CC(C)C(OC(=O)c1oc2ccccc2c1CSC1CCCCC1)C(=O)NC(N)=O (stereo not drawn),-17.3%,27.6%
COc1ccccc1N=c1c2c([N+](=O)[O-])cc([N+](=O)[O-])cc2n(O)n1-c1ccccc1OC,-12.1%,0.2%
Cc1oc(C(=O)O)cc1COc1ccc2c3c(c(=O)oc2c1C)CCCC3,2.1%,-4.6%[59 µM]
COc1cccc(C2C3=C(CCCC3=O)NC3=C2C(=O)c2ccccc23)c1 (stereo not drawn),-21.9%,?
Nn1c(SCC(=O)NC2CCCc3ccccc32)nnc1-c1ccc(Cl)cc1Cl (stereo not drawn),2.4%,?
COC(=O)/C(=C/c1cn(C)c2ccccc12)[N+](=O)[O-],?,?
O=C(CSc1ncnc2c1oc1ccccc12)N1CCc2ccccc2C1,9.0%,4.8%
CC1Cc2ccccc2N1C(=O)CSc1nc(N)cc(=O)[nH]1 (stereo not drawn),7.0%,1.5%[12.7 µM]
N#CCCSc1ccccc1NC(=O)c1ccc(S(=O)(=O)N2CCCC2)cc1,2.8%,10µM*
C#CCOCCOCCOCCNc1nc(N2CCN(C(=O)C([C@@H](C)CC)n3cc(C(N)CO)nn3)CC2)nc(N2CCN(C(=O)[C@H](CCC(=O)O)n3cc(C(N)[C@H](C)CC)nn3)CC2)n1 (stereo partly drawn),35.5µM*,?
CC(=O)c1ccc(Nc2c3c(c(C#N)c4nc5ccccc5n24)CCC3)cc1,8.9%,18.5%[59 µM]
O=C(CSCc1ccc(Cl)cc1)c1ccco1,12.4%,?
Cn1c(=O)c(C=Nc2ccccc2)c(O)c2ccccc21,3.9%,7.0%
